From PubChem BioAssay
LYPLA1 inh = blocks human lysophospholipase 1, a PME1 counter-screen; O75608; recombinant LYPLA1, FP-Rh probe fluorescence polarization; inhibition, % at 5.9 µM; actives 0.16% (n = 320,000); AID 2174;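 active means inhibition above the mean of all tested compounds plus 3 SD, set per campaign, cut at about 14% in these data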;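 further: inhibitors block serine hydrolase probe labeling of LYPLA1 so polarization falls; 0% = enzyme with DMSO and 100% = wells lacking LYPLA1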
Target sequence (O75608 whole entry, looked up): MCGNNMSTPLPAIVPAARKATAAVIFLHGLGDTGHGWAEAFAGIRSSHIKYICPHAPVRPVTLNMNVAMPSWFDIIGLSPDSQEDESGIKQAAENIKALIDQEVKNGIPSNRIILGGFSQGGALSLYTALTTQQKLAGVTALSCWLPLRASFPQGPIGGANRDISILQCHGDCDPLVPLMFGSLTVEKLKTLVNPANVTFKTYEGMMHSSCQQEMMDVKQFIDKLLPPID
pPAFAH FP inh = pPAFAH (human) enzyme inhibition; AID 463082; inhibition, % at 3.39 µM; recombinant pPAFAH, FP-rhodamine probe fluorescence polarization; actives 1.5% (n = 330,000); Q13093;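 active means inhibition above the mean inhibition across the screen plus 3 SD, cut at about 25% in these data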;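 further: inhibitors block binding of the rhodamine activity-based probe so polarization drops; 0% = enzyme with DMSO and 100% = wells lacking pPAFAH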
PAFAH1B3 FP inh = blocks human PAF acetylhydrolase 1B catalytic subunit 3; Q15102; recombinant PAFAH1B3, FP-rhodamine probe, fluorescence polarization; inhibition, % at 3.39 µM; actives 0.28% (n = 340,000); AID 492972;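 active means inhibition above the screen-wide average of all tested compounds plus 3 SD, cut at about 25% in these data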;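 further: 0% = enzyme with DMSO only and 100% = wells lacking PAFAH1B3 protein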
PREPL inh = inhibits the human prolyl oligopeptidase-like enzyme; recombinant PREPL, fluorescence polarization activity-based probe; inhibition, % at 5.96 µM; actives 0.68% (n = 320,000); AID 2751; in the data active means inhibition above about 43%;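 further: 0% = enzyme with DMSO and 100% = wells lacking enzyme; many of its hits are not listed in these tables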
Target sequence (Q4J6C6 whole entry, looked up): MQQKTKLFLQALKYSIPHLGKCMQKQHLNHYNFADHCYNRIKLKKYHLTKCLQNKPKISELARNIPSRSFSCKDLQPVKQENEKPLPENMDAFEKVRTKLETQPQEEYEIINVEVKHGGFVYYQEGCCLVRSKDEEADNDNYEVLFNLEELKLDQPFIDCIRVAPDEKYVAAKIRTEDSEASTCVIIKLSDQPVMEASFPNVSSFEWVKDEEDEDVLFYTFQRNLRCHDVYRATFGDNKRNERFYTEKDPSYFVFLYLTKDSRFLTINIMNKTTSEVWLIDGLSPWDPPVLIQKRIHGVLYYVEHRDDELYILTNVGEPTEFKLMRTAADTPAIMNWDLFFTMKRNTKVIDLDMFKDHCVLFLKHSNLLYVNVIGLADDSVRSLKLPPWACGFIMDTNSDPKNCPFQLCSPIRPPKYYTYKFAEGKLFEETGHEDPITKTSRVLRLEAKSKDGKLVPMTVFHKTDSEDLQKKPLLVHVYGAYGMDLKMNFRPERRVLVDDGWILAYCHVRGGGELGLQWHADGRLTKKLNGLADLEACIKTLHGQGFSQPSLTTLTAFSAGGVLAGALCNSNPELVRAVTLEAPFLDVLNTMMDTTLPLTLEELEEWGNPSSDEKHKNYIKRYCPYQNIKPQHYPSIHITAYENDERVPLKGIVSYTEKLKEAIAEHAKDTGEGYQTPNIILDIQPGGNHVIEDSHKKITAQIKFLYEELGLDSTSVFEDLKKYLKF
PME-1 primary = blocks human protein phosphatase methylesterase 1; Q9Y570; recombinant PME-1, FP-Rh probe fluorescence polarization; inhibition, % at 5.9 µM; actives 0.53% (n = 320,000);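 active means inhibition above the campaign mean of all compounds plus 3 SD, cut at about 26% in these data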;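 further: competitive labeling of PME-1 active site by serine hydrolase directed probe; 0% = PME-1 with DMSO and 100% = wells lacking PME-1 enzyme; inhibitors block probe labeling so polarization falls and inhibition rises; many of its hits are not listed in these tables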
PAFAH1B2 inh = inhibitors of human PAFAH1B2; P68402; recombinant PAFAH1B2, FP-rhodamine activity probe, fluorescence polarization; inhibition, % at 3.39 µM; actives 1.2% (n = 340,000);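 active means inhibition above the mean of all tested compounds plus 3 SD, cut at about 24% in these data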;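 further: 0% = enzyme with DMSO and 100% = wells lacking PAFAH1B2; many of its hits are not listed in these tables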
GSTO1 inh = counter-screen for RBBP9 inhibitors: inhibitors of human GSTO1 | actives 1.1% (n = 300,000) | P78417 | recombinant GSTO1, activity-based probe fluorescence polarization | inhibition, % at 5.96 µM;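 active means inhibition above the campaign mean inhibition plus 3 SD, cut at about 35% in these data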;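 further: 0% = GSTO1-1 with DMSO and 100% = wells lacking GSTO1-1 enzyme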
LYPLA2 inh = blocks human lysophospholipase 2, a PME1 counter-screen | O95372 | recombinant LYPLA2, FP-Rh probe fluorescence polarization | inhibition, % at 5.9 µM | actives 0.38% (n = 320,000);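 active means inhibition above the screen-wide mean plus 3 SD, limit set per campaign, cut at about 26% in these data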;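 further: 0% = LYPLA2 with DMSO and 100% = wells lacking LYPLA2 enzyme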
PAD4 inh = blocks human protein arginine deiminase 4. inhibition, % at 6.36 µM. AID 485272. recombinant PAD4, RCA probe fluorescence polarization. actives 0.41% (n = 330,000). Q9UM07;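 active means percent inhibition above a cutoff equal to the mean of all tested compounds plus 3 SD, cut at about 15% in these data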;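 further: 0% = PAD4 with RCA probe and DMSO and 100% = probe without PAD4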
An asterisk follows results filed as active; nt = no result given. Some of the compounds tested (hit frequency here may not be typical).

Fields: LYPLA1 inh	pPAFAH FP inh	PAFAH1B3 FP inh	PREPL inh	PME-1 primary	PAFAH1B2 inh	GSTO1 inh	LYPLA2 inh	PAD4 inh
- CC[C@H](C)C(=O)N[C@H]1CCCN1C(=O)/C=C/c1ccccc1
  -3	1	3	3	1	4	nt	-6	0
- O=C(Nc1ccccc1Cl)N1CCN(c2ccc3nnc(-c4ccc(F)cc4)n3n2)CC1
  -3	-4	6	1	8	-2	-4	1	-1
- CC1=CC(=C(C#N)C#N)C=C(C)N1Cc1ccccc1
  -3	-1	7	-18	-6	1	3	-2	-6
- Cn1ncc(Cl)c1C(=O)N1CCN(S(=O)(=O)c2cccs2)CC1
  -1	-3	4	1	7	-1	-1	5	-4
- CC(=O)Nc1c(C)ccc(S(N)(=O)=O)c1C
  1	-1	2	16	-3	2	0	1	5
- N#CCC(=N)N1CCN(c2ccccc2)CC1
  1	6	-3	21	2	2	-1	-5	-1
- Cc1ccc(S(=O)(=O)NC(CC(=O)N2CCc3ccccc32)c2ccco2)cc1 (stereo unspecified)
  0	1	-2	11	2	7	6	2	-3
- S=c1nc(SCc2ccccc2)[nH]c2ccccc12
  -1	9	2	-2	0	1	-41	-3	10
- CCCCCC(=O)NC(=S)Nc1ccc(Br)cc1C
  -2	4	5	19	-3	2	-1	0	2
- Nc1nc(SCC(=O)Nc2cc(S(=O)(=O)N3CCOCC3)ccc2Cl)n[nH]1
  -2	0	3	6	0	1	5	-1	0
- O=c1[nH]c2ccccc2cc1-c1nnn(-c2ccccc2)n1
  -1	2	11	-3	-8	4	7	5	0
- CCCCOc1cccc(C(=O)NC(=S)Nc2cccnc2)c1
  0	-2	4	-2	-8	5	0	24	2
- CN(c1ccc(OCC(=O)Nc2nc(-c3ccccc3)cs2)cc1)S(=O)(=O)c1ccc(F)cc1
  -21	-4	-26	-2	-34	-11	-5	-38	3
- CCOc1ccc(CN(C)C(=O)CN2C(=O)NC(c3ccccc3)(c3ccccc3)C2=O)cc1
  1	-1	5	-15	-1	-2	nt	8	-3
- COc1ccc(O)c(-c2cc(-c3ccccc3[N+](=O)[O-])[nH]n2)c1
  -2	2	4	7	-5	1	-2	-4	2
- CCCN1Cc2cccc(C(=O)Nc3ccc(C)cc3)c2C1=O
  1	4	4	-3	-1	1	2	1	-8
- CN1CCN(/N=C/c2ccc(N(C)c3ccccc3)cc2)CC1
  -3	7	6	-4	3	2	6	-7	4
- CC(Oc1cc2oc(=O)c3c(c2cc1Cl)CCCC3)C(=O)NCc1ccncc1 (stereo unspecified)
  1	7	-2	0	1	-2	6	-3	-2
- O=C(O)c1ccc(S(=O)(=O)N2CCCc3ccccc32)cc1
  4	-8	2	-22	0	18	1	-4	0
- CCOc1cc(-c2noc(-c3ccncc3)n2)cc(Br)c1OC
  -1	-2	2	2	-1	1	8	16	-1
- Cc1nonc1NC(=O)CSc1nnnn1-c1ccccc1
  1	0	2	-3	3	8	2	10	2
- CN(C)c1ccc(P(=O)(OC2CCCCC2)C(O)c2cccnc2)cc1 (stereo unspecified)
  3	2	-3	-16	-5	7	1	1	5
- COC(=O)[C@H](CC(C)C)NC(=O)Nc1ccc(F)cc1
  1	-6	-3	2	-1	-1	6	7	-5
- O=C(CN1CCCC1c1cccs1)Nc1cc(S(=O)(=O)N2CCCC2)ccc1Cl (stereo unspecified)
  nt	5	5	15	nt	1	nt	nt	2
- Cc1ccc(NC(=O)Cc2nc(CCl)cs2)cc1
  -4	32*	-3	9	1	5	58*	-1	-3
- CC1=NNC(=O)C1Oc1ccccc1 (stereo unspecified)
  -1	0	8	-7	-4	2	3	-4	1
- Cc1ccc(-n2nc3c(c2NC(=O)c2ccc4c(c2)OCO4)CSC3)c(C)c1
  0	-2	-1	-2	-1	1	-2	-2	-2
- COc1ccc(C(=O)CSc2nnc(CNc3ccc(F)cc3)o2)cc1
  1	6	-5	7	0	4	34	10	2
- CCOC(=O)c1ccccc1NC(=O)CSc1nc(N)cc(N)n1
  5	6	8	2	1	3	20	2	1
- CCCC(=O)NCc1nc2ccccc2n1CC(=O)c1ccccc1
  0	0	3	7	0	2	-3	4	-2
- CNc1nc(Cl)c(SC)c(NC2CCCCC2)n1
  -1	10	-2	0	7	4	3	-1	3
- O=C(Cn1[nH]c(=O)c2ccccc2c1=O)Nc1cccc(-c2nnc3n2CCCCC3)c1
  4	-2	-1	5	-1	-5	-9	8	1
- COc1ccc(/C=N/NC(=O)c2[nH]c(C)c(C(=O)N/N=C/c3ccc(OC)cc3)c2C)cc1
  -8	4	9	36	4	0	-1	-4	2
- Cc1ccccc1CN1C(=O)[C@H]2Cc3c([nH]c4ccccc34)C(C)(C)N2C1=O
  -4	5	-2	-2	7	6	-7	-4	-5
- Cc1ccc(S(=O)(=O)CC(=O)Nc2nc(C(C)(C)C)cs2)cc1
  0	3	3	-17	-1	7	5	-5	-3
- COc1ccc(NC(=O)C2(S(=O)(=O)c3ccc(C)cc3)CC2)cc1OC
  1	-1	0	-1	5	4	2	3	-1
- COc1ccc(Cl)cc1C(=O)NNC(=O)CNC(=O)c1ccco1
  nt	-2	0	15	nt	6	nt	nt	-2
- C=CCn1c(Cc2ccccc2)n[nH]c1=S
  -1	8	10	1	4	9	2	4	0
- COC(=O)c1ccc(NC(=O)c2cccc(C)c2)cc1
  -1	6	0	-4	3	6	-4	-3	0
- CCCS(=O)(=O)c1nc(S(=O)(=O)c2ccc(C)cc2)c(N2CCc3ccccc3C2)s1
  -1	-1	-10	-2	1	3	3	-3	3
- Cc1ccccc1-c1ccc(C(=O)NCc2ccccc2)o1
  -1	2	7	13	-2	2	10	-5	0
- CC(C)CN(C(=O)CN1CCOCC1)c1c(N)n(CC(C)C)c(=O)[nH]c1=O
  1	1	4	1	1	3	-1	7	-2
- COc1ccc(CCNC(=O)c2ccc(Cl)cc2)cc1
  3	7	1	8	-1	4	3	2	-3
- CC(C)(C)OC(=O)NCc1ccc(CNC(=O)c2nc[nH]c2C(=O)NCc2ccccc2)cc1
  -4	8	-4	-6	-4	1	nt	-4	3
- O=C(Nc1ccc(NC(=O)C2CCCN2C(=O)OCc2ccccc2)cc1)c1ccco1 (stereo unspecified)
  7	-1	2	-10	2	-2	-2	4	-5
- COc1ccc(C(CC(=O)N2CCCCC2)c2c(OC)cc(OC)c3c(-c4ccccc4)cc(=O)oc23)cc1 (stereo unspecified)
  -4	18	4	10	-1	-6	-1	-9	2
- Nc1ccc2ncccc2c1
  1	1	11	12	-1	6	27	-1	-5
- Cn1c(COc2ccccc2)nnc1SCCSc1nnc(COc2ccccc2)n1C
  0	-2	4	3	-1	9	-3	1	1
- Cc1ccc(NC(=O)c2ccccc2OCC(=O)c2ccccc2)cc1
  -6	-5	3	2	0	1	-4	-22	-4
- O=c1oc(-c2ccc(Br)cc2)nc2ccccc12
  2	-6	4	-3	-5	-5	-13	7	-6

(list continues)
Fields: LYPLA1 inh	pPAFAH FP inh	PAFAH1B3 FP inh	PREPL inh	PME-1 primary	PAFAH1B2 inh	GSTO1 inh	LYPLA2 inh	PAD4 inh
- CCOC(=O)c1csc(NC(=O)Nc2cccc(Cl)c2)n1
  -2	0	6	3	-5	4	1	-1	-1
- Cc1n[nH]c(C)c1S(=O)(=O)N1CCCC(C(=O)NCc2ccc(F)cc2)C1 (stereo unspecified)
  0	4	1	-7	-1	1	11	4	-3
- CCC(Sc1nncn1C)C(=O)Nc1cc(C)on1 (stereo unspecified)
  1	5	7	-2	0	5	-5	-3	-1
- O=C(Nc1ccc(F)cc1F)c1c(C(F)(F)F)ccnc1Oc1ccc(Cl)cc1
  4	1	8	15	3	6	3	6	0
- Cc1ccccc1Nc1nnc(SCC(=O)NCc2ccco2)s1
  -3	17	3	-3	-4	0	-1	2	-2
- Cc1nc2ccccc2c(=O)n1N
  2	1	7	-6	-1	0	9	-5	0
- Cc1cccc(NC(=O)COC(=O)C2COc3ccccc3O2)c1C (stereo unspecified)
  nt	8	3	3	nt	4	nt	nt	-1
- COc1cc(Br)cc2cc(C(=O)OC3CCN(C)CC3)c(=O)oc12
  -4	-9	3	8	7	2	-1	-5	-5
- Cn1cnnc1SC(C(=O)Nc1ccc(F)cc1)c1ccccc1 (stereo unspecified)
  -3	-2	2	-4	-2	5	-2	0	-2
- Cc1ccc(OCCn2c(SCCO)nc3c(N)ncnc32)cc1
  -4	4	3	-2	1	5	-2	-3	-1
- COc1ccc(-c2cc(=O)c3c(OC)c(OC)c(OC)c(OC)c3o2)cc1OC
  -3	7	8	14	1	2	2	-2	-4
- CCOc1cccc(=O)c2c(C)oc(C)c12
  2	6	-6	-3	-7	-3	10	-1	2
- Cc1cccc(CN2CCSc3sccc3C2=O)c1
  -1	5	9	-9	0	5	7	5	-1
- Cc1cc(C(=O)Nc2ccc(C)c(S(=O)(=O)N3CCOCC3)c2)c(C)o1
  1	-1	10	8	1	1	-7	2	-5
- CCOc1cc(/C=C2/C(=O)ON=C2C)ccc1OCc1ccc(F)cc1
  -4	3	9	19	1	-7	3	-1	-8
- CCc1ccc(-n2c(SCc3c(C)noc3C)nnc2-c2ccncc2)cc1
  5	8	-2	-11	0	5	2	6	-4
- CC(=O)N1CCc2cc(S(=O)(=O)CCC(=O)Nc3ccccc3F)ccc21
  0	4	6	4	3	-2	7	4	-3
- COc1ccc(C2=C(Nc3ccccc3)c3ccccc3C2=O)cc1
  0	5	4	-6	4	3	0	-2	-1
- COc1cc(C(=O)NNC(=O)C2CC2)cc(OC)c1OC
  -5	7	7	-2	-4	-1	6	2	-5
- O=[N+]([O-])c1ccc(C[n+]2cc(-c3ccc(Cl)c(Cl)c3)n3c2CCCCC3)cc1
  -3	-2	8	27	1	4	0	0	1
- COc1ccc(Nc2nnc(SCC(=O)Nc3ccc4[nH]c(=O)[nH]c4c3)s2)cc1
  -3	7	12	30	6	3	-175	7	0
- O=C(CSc1nc2ccc(Nc3nc(N4CCOCC4)nc(N4CCOCC4)n3)cc2s1)N1CCOCC1
  3	7	11	9	-5	3	-3	-5	-4
- COc1ccc(-n2c(C)nc3cc(C(=O)NCCN4CCOCC4)ccc32)cc1
  0	2	3	5	1	0	1	-1	-2
- COc1ccc(C(=O)NCC(=O)N2CCN(c3ccccc3)CC2)cc1
  -3	2	2	1	0	2	3	-2	-6
- O=C(COC(=O)/C=C/c1ccccc1)NC(=O)NCc1ccccc1
  1	3	-1	2	-5	5	nt	1	2
- CCCCOP(=O)(c1ccc(N(C)C)cc1)C(O)c1ccc(N(C)C)cc1 (stereo unspecified)
  4	6	3	25	-5	5	-2	6	0
- Cc1sc2nc(SCCN(C)C)n(-c3ccccc3)c(=O)c2c1-c1ccc(F)cc1
  1	-1	8	-1	-5	0	-2	-4	-5
- CCCNCC(=O)Nc1cccc(S(=O)(=O)NC2=NCCCCC2)c1
  nt	-2	-1	3	nt	4	nt	nt	7
- CCOC(=O)N1CCN(c2c(N3CCc4ccccc43)c(=O)c2=O)CC1
  1	-2	3	9	-3	2	-4	-3	-4
- COc1ccccc1CN1C(=O)c2ccccc2C1C(=O)NC1CCC(C)CC1 (stereo unspecified)
  -3	-2	-6	-7	2	9	4	5	0
- COc1ccc(OC)c(C(O)c2nc3ccccc3n2C)c1 (stereo unspecified)
  0	-2	4	10	6	5	12	1	-6
- O=C1CC(N2CCSCC2)C(=O)N1c1cccc(Cl)c1 (stereo unspecified)
  -4	-2	3	-3	-7	2	3	-1	-3
- CCN1CCN(c2nc3ccccc3nc2C(C#N)S(=O)(=O)c2ccc(C)cc2)CC1 (stereo unspecified)
  0	4	3	0	0	7	0	6	-5
